# IDE cell inh – inhibitors of human insulin-degrading enzyme in cells; inhibition, % at 5.59 µM; 0.41% of 320,000 active; HEK cells, FAbetaB cleavage, fluorescence polarization; P14735; AID 434962;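 active means percent inhibition above the average of all tested compounds plus 3 SD, set per screening campaign, cut at about 16% in these data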;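 further: IDE supplied by intact live HEK cells; FP after avidin binding of uncleaved biotin substrate so inhibition keeps polarization high; 0% = DMSO wells and 100% = 60 µM reference IDE inhibitor Ii1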
# Target sequence (P14735 whole entry, looked up): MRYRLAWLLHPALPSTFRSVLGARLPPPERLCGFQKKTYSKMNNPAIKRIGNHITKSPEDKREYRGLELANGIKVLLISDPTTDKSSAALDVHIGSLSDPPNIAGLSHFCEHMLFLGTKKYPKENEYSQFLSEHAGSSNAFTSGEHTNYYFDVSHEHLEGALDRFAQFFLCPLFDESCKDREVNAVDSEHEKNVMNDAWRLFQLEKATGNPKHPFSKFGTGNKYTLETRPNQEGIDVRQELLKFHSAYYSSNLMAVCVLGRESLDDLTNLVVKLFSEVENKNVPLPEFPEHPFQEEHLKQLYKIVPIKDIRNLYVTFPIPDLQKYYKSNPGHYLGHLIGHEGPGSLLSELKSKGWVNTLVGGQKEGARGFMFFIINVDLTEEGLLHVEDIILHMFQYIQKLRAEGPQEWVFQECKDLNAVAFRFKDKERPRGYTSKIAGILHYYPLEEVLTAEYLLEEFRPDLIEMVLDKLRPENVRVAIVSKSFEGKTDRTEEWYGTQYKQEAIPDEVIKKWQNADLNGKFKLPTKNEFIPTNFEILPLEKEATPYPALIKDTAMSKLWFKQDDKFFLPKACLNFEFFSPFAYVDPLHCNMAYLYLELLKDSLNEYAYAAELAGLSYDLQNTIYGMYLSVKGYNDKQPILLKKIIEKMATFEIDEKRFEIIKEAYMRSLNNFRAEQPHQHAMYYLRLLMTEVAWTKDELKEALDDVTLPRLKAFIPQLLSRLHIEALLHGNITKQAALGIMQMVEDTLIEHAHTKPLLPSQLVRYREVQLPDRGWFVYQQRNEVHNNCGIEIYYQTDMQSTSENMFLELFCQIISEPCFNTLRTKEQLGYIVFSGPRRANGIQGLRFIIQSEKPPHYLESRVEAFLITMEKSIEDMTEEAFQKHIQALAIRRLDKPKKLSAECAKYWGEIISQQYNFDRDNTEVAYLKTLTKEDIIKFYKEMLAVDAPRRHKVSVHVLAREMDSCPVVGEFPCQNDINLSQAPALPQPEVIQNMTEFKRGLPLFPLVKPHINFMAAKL
# MEKK2wt PB1 HTS – raises or lowers MEK5 binding to wildtype human MEKK2 PB1 domain. Q9Y2U5. bead flow cytometry, Alexa488-MEK5 binding to MEKK2 WT; actives lie on both sides. binding response (% of control), % at 10 µM. 1.1% of 290,000 active. AID 1531; in the data active means binding response below about 67% or above about 130%
# UBC9 SUMO inh – inhibitors of human SUMOylation (UBC9); P63279; HTRF SUMOylation assay, SAE1/SAE2 + UBC9, in vitro; inhibition, % at 35 µM; 0.36% of 290,000 active; AID 2006; in the data active means inhibition above about 50%, passing the limit was not always enough; further: strong numbers were not always called active
# NALP1 yeast inh – blocks the NALP1 inflammasome reconstituted in yeast. inhibition, % at 10 µM. AID 2071. S. cerevisiae NALP1/ASC/caspase-1 growth, X-gal OD620, 72 h. 0.61% of 280,000 active; in the data active means inhibition mostly above about 24%, no sharp cut-off; inactive means mostly below about 32%; further: some compounds called inactive have numbers as strong as hits
# M18AAP inhibitor – PfM18AAP enzyme inhibition; recombinant PfM18AAP, H-Glu-NHMec fluorogenic cleavage; inhibition, % at 7.35 µM; 1.2% of 290,000 active; AID 1822;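 active means inhibition above the campaign mean inhibition over all tested compounds plus 3 SD, cut at about 28% in these data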;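 further: 0% = plate median of test compound wells and 100% = 2 mM ZnCl2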
# pCIP destab – compounds decreasing mouse p/CIP protein stability; Q05BA5; AID 1984; decrease of EGFP signal, % at 10 µM; 0.01% of 290,000 active; F442A p/CIP-EGFP cells, EGFP fluorescence, 16 h;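 active means EGFP signal decrease of at least 30% at 10 µM or well 3 SD below plate mean, unless failing retest; inactive means the rest, including hits failing retest or dose response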; further: some compounds called inactive have numbers as strong as hits; many of its hits are not listed in these tables
# MEKK3 PB1 HTS – modulators (inhibitors or enhancers) of MEK5 binding to human MEKK3 PB1 domain; bead-based flow cytometry, Alexa488-MEK5 binding to MEKK3; actives lie on both sides; 0 = blocked by unlabeled MEK5, 100 = vehicle; binding response (% of control), % at 10 µM; 1.4% of 290,000 active; Q99759;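 active means binding response more than 3 SD above or below the average of its plate-row segment, actives on both sides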;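 further: Alexa488 bead fluorescence after subtracting the streptavidin-only scavenger bead signal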
# IDE cell activ – boosts human insulin-degrading enzyme activity in HEK cells; P14735; FAbeta-B cleavage, fluorescence polarization; 0% vehicle, 100% cell-free pure enzyme wells; activation, % at 5.96 µM; 0.073% of 340,000 active; AID 493087;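 active means activation above the mean of all tested compounds plus 3 SD, set per screening campaign, cut at about 17% in these data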
# MEKK2 mut-MEK5 – signal of MEK5 binding to mutant human MEKK2 PB1 domain; bead flow cytometry, Alexa488-MEK5 binding to MEKK2 mutant; percent response, % at 10 µM; 0.35% of 290,000 active; in the data active means percent response above about 24%, passing the limit was not always enough; further: inactives centre near 1; some results filed as inactive read as strong as hits; reference of the scale not given here
# * hit, by the source's call; nt = not tested or not shown; [ ] = remark or other dose.
# Each structure is followed by: IDE cell inh	MEKK2wt PB1 HTS	UBC9 SUMO inh	NALP1 yeast inh	M18AAP inhibitor	pCIP destab	MEKK3 PB1 HTS	IDE cell activ	MEKK2 mut-MEK5
> CCn1c(C)nnc1SCC(=O)Nc1nccs1
  -5	100	5	-16	-6	-6	102	1	2
> Cc1ccc(N2C(=O)CC(Nc3ccccc3)C2=O)cc1 (stereo unspecified)
  2	105	11	7	2	2	106	1	5
> Cc1ccsc1C(=O)OCC(=O)NCc1ccco1
  0	96	-15	-4	0	6	97	4	-6
> COc1ccc(/C=C/C(=O)N2CCOCC2)cc1OC
  3	106	-1	10	5	3	106	2	1
> O=C(Cn1c(O)c(/C=C2\C=Nc3ccccc32)sc1=O)Nc1ccc2c(c1)OCO2
  8	80	23	10	-4	-8	79*[inhibitor]	0	-4
> COc1cnc(-c2ccccc2)nc1Oc1ccc(C(C)(C)C)cc1
  -4	109	-60	6	3	4	104	2	3
> CC(C)[C@H]1CC[C@@H](C)C(C(=O)c2ccccc2)C1=O (stereo partly specified)
  -2	100	1	10	1	5	98	0	-1
> Cc1ccc2cc(/C=N/NC(=O)c3ccccc3[N+](=O)[O-])c(Cl)nc2c1
  2	87	-11	13	-7	-3	98	1	-5
> CN(c1ccccc1)S(=O)(=O)c1cccc(NC(=O)Cc2c(F)cccc2Cl)c1
  1	104	-13	40	5	-1	99	1	3
> Cc1ccc(C(=O)Nc2nc(C)c(C(=O)N(C)C)s2)o1
  0	109	1	-2	1	1	104	6	6
> COc1ccc(S(=O)(=O)N2CCN(C(=O)Cc3cccs3)CC2)cc1
  -1	90	1	15	-7	-6	98	-1	-3
> O=C(/C=C/c1cccc([N+](=O)[O-])c1)N1CCOCC1
  4	103	0	30	3	-7	105	2	-1
> Cc1nccn1CCC(=O)Nc1ccc(Cl)cc1
  1	101	16	0	6	-6	102	9	1
> COc1ccc(-c2nnc(N3CCC(C)CC3)c3ccccc23)cc1
  1	nt	-11	1	1	3	nt	4	nt
> OCc1cccc(Nc2ncnc3sc4c(c23)CCCCC4)c1
  3	96	-3	-9	0	6	105	0	-2
> CC(=O)c1ccccc1OCCCOc1cccc2cccnc12
  -1	109	nt	nt	2	nt	107	5	5
> CNc1nnc(-c2ccncc2)s1
  -5	99	20	10	0	-5	101	4	-1
> OCc1cn(-c2ccc(Cl)cc2)nn1
  8	105	15	8	2	-13	113	3	-1
> O=C(N1CCOCC1)N1CCCN(C(=O)N2CCOCC2)CC1
  2	104	-11	-9	0	-21	107	-2	8
> Cc1c(C)c2c(OCC(=O)NCc3cccnc3)cc3c(c2oc1=O)CCC(C)(C)O3
  -8	95	33	24	3	-19	98	1	-1
> COCCCNC(=O)C1CCCN(S(=O)(=O)c2ccc(C)cc2)C1 (stereo unspecified)
  0	85	-11	-17	1	-2	75	-1	4
> Cc1sc(=NC(=O)c2ccco2)n(C)c1-c1ccccc1
  -2	101	10	12	3	-2	109	3	6
> CCOC(=O)CN1C(=O)COc2ccc(Cl)cc21
  5	110	7	9	-1	-1	105	4	5
> Cc1nn(Cc2ccc(Cl)cc2Cl)c(C)c1NC(=O)c1nn(C)cc1Cl
  0	93	1	2	2	-8	95	5	-7
> COCCN=C1Sc2nc3ccc(C)cc3cc2CN1Cc1ccco1
  -4	99	17	48*	-5	-4	96	-5	-3
> CCOc1ccc(C=Nc2cccc3ncccc23)cc1
  -5	87	99	8	4	6	90	4	-8
> COC(=O)c1c(C(=O)OC)c(C)n(Cc2cccnc2)c1C
  0	107	3	11	3	4	102	0	3
> O=C(NCCCN1CCCCCC1)c1ccc(CS(=O)(=O)Cc2ccccc2F)o1
  nt	200*	-61	9	0	-2	83	6	28*
> Cc1c(C)c2ccc(OCC(=O)N3CCOCC3)c(C)c2oc1=O
  -3	103	9	-3	4	3	103	4	5
> Cc1ccc(OCCN2CCN(C(=O)CCC(=O)Nc3nnc(CC(C)C)s3)CC2)cc1
  13	93	7	-3	-1	5	96	6	-15
> O=C(CN1C(=O)/C(=C/c2ccccc2F)Sc2ccccc21)NCC1CCCO1 (stereo unspecified)
  -3	96	20	32	-5	-11	95	3	-7
> CCOC(=O)c1nn(-c2c(C)n(C)n(-c3ccccc3)c2=O)cc1O
  -1	99	4	0	3	-8	96	6	-1
> O=C(NCc1ccco1)/C(=C/C=C\c1ccccc1)NC(=O)c1ccc(Br)o1
  2	99	-9	12	5	-17	100	4	3
> CCCc1nc(SCC(=O)Nc2nnc(CC)s2)c2c(C)c(C)sc2n1
  0	115	-6	6	-1	-14	122*	-5	9
> O=C(CN1CCCc2ccccc21)NCc1ccc2c(c1)OCO2
  14	94	0	-3	1	-7	107	9	-1
> COC(=O)CN(c1ccc(C)cc1)S(=O)(=O)c1c(C)[nH]c(=O)[nH]c1=O
  0	96	10	14	-1	1	96	-6	2
> Cc1ccc(S(=O)(=O)N2CCCC2C(=O)NCc2ccco2)cc1 (stereo unspecified)
  -3	92	17	17	-7	-17	92	1	-7
> CCC(C)NC(=O)CC1Oc2ccc(C)cc2NC1=O (stereo unspecified)
  8	91	-7	nt	1	-1	88	1	-10
> Cc1c(NC(=O)CN2CCN(C(c3ccccc3)c3ccccc3)CC2)c(=O)n(-c2ccccc2)n1C
  -1	96	16	7	3	-12	99	-1	-1
> O=C(NC(n1ccc(=O)[nH]c1=O)C(Cl)(Cl)Cl)C12CC3CC(CC(C3)C1)C2 (stereo unspecified)
  10	76	19	11	1	0	85	5	-11
> O=S(=O)([N-]c1nc2ccccc2nc1-n1cc[n+](Cc2ccccc2)c1)c1ccc(Br)cc1
  -12	96	26	24	4	-2	99	nt	-2
> CC(C)(C)c1ccc(C(=O)NC(Cc2ccccc2)C(=O)O)cc1 (stereo unspecified)
  1	101	15	9	8	-16	103	0	1
> O=C(c1cc(-c2ccco2)nc2ccccc12)N1CCN(c2ccc(F)cc2)CC1
  2	100	19	19	-4	8	104	-3	-1
> O=C(COC(=O)CC12CC3CC(CC(C3)C1)C2)Nc1cccnc1Cl
  -6	97	10	8	-10	-4	99	-2	0
> CCOc1ccc(/C=C2\SC(=S)N(NS(=O)(=O)c3ccccc3)C2=O)cc1OC
  -4	98	14	23	-17	-4	100	7	5
> COc1ccccc1NC(=O)CSc1nc2ccccc2cc1Cc1ccccc1
  1	96	-20	-7	-5	-8	100	-2	0
> COc1ccc(C(=O)Nc2cnc3sc(C)nn3c2=O)cc1
  2	83	22	11	-12	9	97	2	-11
> CCOCCn1c(N(C)Cc2ccccc2)nc2c1c(=O)[nH]c(=O)n2C
  3	105	30	18	0	-12	101	4	-1
> O=C(O)CSc1nnc(SCc2cccc3ccccc23)s1
  2	97	3	9	3	10	100	2	-1
> COc1ccc2oc(C(=O)NCC3CCCO3)c(C)c2c1 (stereo unspecified)
  5	111	2	-7	-3	1	106	4	7
> O=C(CBr)c1ccc([N+](=O)[O-])c(CS(=O)(=O)c2ccc(Cl)cc2)c1
  11	96	14	21	6	-8	100	1	-1
> CC1CCN(C(=O)Cc2nn(C)c(=O)c3ccccc23)CC1
  5	101	4	-8	3	-5	103	8	4
> CC(C)NC(=O)c1ccc(COc2ccc(C(C)(C)C)cc2)o1
  4	101	-18	30	5	-7	103	1	-3
> COCCNC(=O)CN(c1ccc(OC)c(OC)c1)S(=O)(=O)c1ccc(C)cc1
  2	104	-19	3	8	1	103	9	3
> CCCc1cc(=O)oc2cc(C)cc(OCC(=O)Nc3ccc(S(N)(=O)=O)cc3)c12
  -3	100	nt	13	2	-4	103	4	6
> CCOC(=O)Cc1nnc(-c2ccccc2)o1
  1	100	-6	17	-14	7	99	2	-3
> O=C(c1ccoc1)N1CCC2(CC1)Oc1ccc(F)cc1C(=O)C21CC(c2ccccc2)=NO1 (stereo unspecified)
  1	100	3	12	nt	-19	105	0	3
> CC(C)[C@H](NC(=O)[C@@H]1Cc2ccccc2CN1C(=O)OC(C)(C)C)C(=O)NC1CCCC1
  3	94	4	-23	13	-6	95	1	0
> NC(=O)NC(c1ccccc1)c1ccccc1F (stereo unspecified)
  1	109	18	nt	-3	2	110	-2	7
> CCc1ccc(CNC(=O)CCCC(=O)n2nc(C)c3ccccc32)cc1
  1	96	-2	30	-1	-7	95	7	-10

# The listing continues:
# Each structure is followed by: IDE cell inh	MEKK2wt PB1 HTS	UBC9 SUMO inh	NALP1 yeast inh	M18AAP inhibitor	pCIP destab	MEKK3 PB1 HTS	IDE cell activ	MEKK2 mut-MEK5
> Cc1cccc(NC(=O)CSc2nccn2C)c1
  -3	102	nt	nt	0	nt	98	6	10
> Cc1[nH]c2ccccc2c1C(=O)COc1ccccc1
  3	118	-1	-1	6	-11	142*	1	1
> CCOC(=O)c1ccccc1NC(=O)COC(=O)CN1C(=O)NC2(CCCC2)C1=O
  -1	105	0	2	1	-3	106	6	0
> N#Cc1ccc(COC(=O)CSc2nnc(N)s2)cc1
  -1	100	-3	33	-9	-7	98	3	12
> Cc1nn2c(NCCCN(C)C)c3c(nc2c1-c1ccccc1)CCC3
  -1	173*	-4	-1	-1	-2	107	0	34*
> Cc1cc(N(C)C)c(C#N)c(NCc2ccccc2)n1
  -3	117	16	-3	4	-5	115	-2	18
> COCCN1C(=O)N[C@@H](c2cccs2)C(C(C)=O)=C1C
  9	101	nt	nt	nt	nt	102	2	4
> C=CCn1c(CCc2cc(C(C)(C)C)c(O)c(C(C)(C)C)c2)n[nH]c1=S
  10	104	-5	-6	4	0	111	-2	0
> CC(C)=C1SC(N2CCN(Cc3ccccc3)CC2)=NC1=O
  4	99	0	22	7	2	101	-1	4
> COc1ccc([N+](=O)[O-])cc1N(CC(O)CN(CC(C)C)CC(C)C)S(=O)(=O)c1ccc(C)cc1 (stereo unspecified)
  -6	107	-16	15	3	-5	104	-2	10
> CCc1cc(C(=O)c2ccc(OC)cc2)c(NC(=O)CN2CCCC2)s1
  -1	101	-14	6	-7	2	88	7	-5
> Cc1cc2c(cc1S(=O)(=O)N1CCN(c3ccc(Cl)cc3)CC1)OCCN2C
  -1	103	-4	-1	-11	-2	104	0	-3
> O=C(CCNS(=O)(=O)c1ccc(Cl)cc1)NCc1cccnc1
  3	95	20	-40	-3	-5	97	0	0
> Cc1ccc(N2C(=O)CC(NNC(=O)Cc3ccc(F)cc3)C2=O)cc1Cl (stereo unspecified)
  2	110	5	nt	4	12	109	4	4
> CCOc1cc(C)c(Cl)cc1S(=O)(=O)n1ccnc1
  -1	105	9	0	-1	-7	100	nt	6
> Nc1ccc(N=Nc2ccccc2)c(N)n1
  2	103	12	44	-9	-11	109	4	6
> Cc1ccc(NCC(=O)Nc2cccc(F)c2)cc1S(=O)(=O)N1CCCCCC1
  1	103	-31	19	5	-7	102	3	4
> O=C(CSc1nnc2ccc3ccccc3n12)N1CCOCC1
  2	98	14	12	-3	-2	95	-3	-3
> O=C(CCNC(=O)c1ccccc1Cl)OCC(=O)c1ccccc1
  3	99	13	29	-6	-6	102	3	0
> COC(=O)c1ccccc1NC(=O)c1cc2sccc2n1C
  9	97	-43	17	-1	-2	95	1	3
> OCCNCCNCc1ccc(-c2ccccc2)cc1
  5	110	2	-4	3	5	100	nt	-11

# Screens deposited in PubChem BioAssay by several laboratories.

# An excerpt; count on the stated rates, not on these rows.
